# Assay outcomes deposited in PubChem by several laboratories.
# NPY1 pot ag: NPY-Y1 receptor potentiators or agonists, primary screen, cell-based; NPY-Y1 expressing cells, potentiator/agonist activation; activation, % at 3.6 µM; 220,000 tested, 0.37% active; in the data active = activation above about 33%, passing the limit was not always enough;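 note: cells stimulated with NPY at EC10 then isoproterenol at EC100; 0% = low agonist plus stimulus and 100% = saturating agonist plus stimulus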
# Target sequence (P25929 whole entry, looked up): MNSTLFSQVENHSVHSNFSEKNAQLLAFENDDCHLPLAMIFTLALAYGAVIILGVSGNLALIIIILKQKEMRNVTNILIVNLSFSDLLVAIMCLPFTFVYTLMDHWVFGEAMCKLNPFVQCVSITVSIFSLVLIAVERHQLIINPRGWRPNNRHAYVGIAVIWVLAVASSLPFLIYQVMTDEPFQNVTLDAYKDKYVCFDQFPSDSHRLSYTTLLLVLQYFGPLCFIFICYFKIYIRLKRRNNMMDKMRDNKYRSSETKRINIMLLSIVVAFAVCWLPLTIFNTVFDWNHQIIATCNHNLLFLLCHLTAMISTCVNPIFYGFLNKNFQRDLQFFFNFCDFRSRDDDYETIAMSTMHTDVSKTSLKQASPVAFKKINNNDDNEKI
# RBBP9 inh: human RBBP9 inhibitors, primary screen, biochemical, fluorescence polarization, FP-Rh probe, HTS; 220,000 tested, 0.2% active; recombinant RBBP9; inhibition, % at 7.94 µM; AID 1515, 2009;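 active = inhibition above the campaign mean of all tested compounds plus 3 SD, cut at about 14% in these data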;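 note: plate controls were DMSO wells with RBBP9 for no effect and wells lacking RBBP9 protein for full effect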
# Target sequence (O75884 whole entry, looked up): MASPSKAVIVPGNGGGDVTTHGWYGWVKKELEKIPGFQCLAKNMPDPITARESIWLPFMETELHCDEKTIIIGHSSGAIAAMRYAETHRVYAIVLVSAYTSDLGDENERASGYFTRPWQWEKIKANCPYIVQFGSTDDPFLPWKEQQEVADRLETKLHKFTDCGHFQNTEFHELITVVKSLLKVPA
#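 System: RBBP9 protein / Quantity: 2.5 µM RBBP9 dispensing solution, before mixing / Also added: Serine-hydrolase probe FP-Rh, 375 nM pre-mixing / Dosing: 7.94 µM single dose, 0.794% DMSO / Timing: enzyme-compound preincubation 30 min, then probe labeling 45 min, 25 °C / Signal: FP readout at 525/598 nm / Controls: DMSO-treated enzyme wells and wells lacking RBBP9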
# p97 ATPase inh: inhibitors of human p97 ATPase, primary screen, biochemical; Transitional endoplasmic reticulum ATPase (Homo sapiens), P55072; AID 1481, 2009; inhibition, % at 8 µM; recombinant p97 ATPase, Kinase-Glo ATP luminescence, 3 h; 220,000 tested, 0.42% active; in the data active = inhibition above about 15%;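 note: 0% = DMSO vehicle and 100% = wells lacking enzyme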
# NPY Y1 blocker: NPY-Y1 receptor antagonists, primary screen, cell-based; Neuropeptide Y receptor type 1 (Homo sapiens), P25929; HEK293-CNG Y1 cells, membrane potential fluorescence; NPY at EC95, then isoproterenol; inhibition, % at 3.6 µM; 200,000 tested, 1% active; AID 1040, 2008;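 active = inhibition above the campaign mean inhibition of all tested compounds plus 3 SD, cut at about 20% in these data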;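 note: 0% = DMSO wells given NPY plus isoproterenol and 100% = isoproterenol alone without NPY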
#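 Assay system: HEK293 Y1/CNG channel cell line; Doses: single compound dose of 3.6 µM, 0.4% DMSO; Timing: dye 3 h, compound 60 min room temperature, stimulation 45 min; Technique: Membrane-potential fluorescent dye readout; Measure: % inhibition of NPY effect.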
# Runt-CBFb FRET: inhibitors of RUNX1 Runt–CBFb binding, primary screen, biochemical, FRET, Cerulean-Runt, Venus-CBFb, uHTS; 220,000 tested, 0.46% active; Cerulean-Runt/Venus-CBFb FRET ratio 530/480, 1 h; AID 1496, 2009; inhibition, % at 20 µM;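 active = inhibition over about 50% at 20 µM in the single-dose screen, limit read from the data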;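 note: 0% = DMSO wells and 100% = excess unlabeled CBFb competitor control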
#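 Measured by: fluorescence energy transfer, 422 nm excitation, 530/480 nm emission; Assay system: Cerulean-Runt domain; Medium: Tris pH 7.5 buffer with BSA; Measure: loss of energy transfer signal; Controls: 5 µM unlabeled CBFb as full-inhibition high control; Incubation: protein complex preformed 1 h, compound exposure 1 h, room temperature, dark.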
# Runt-SMMHC FRET: inhibitors of RUNX1 Runt–CBFb-SMMHC binding, primary screen, biochemical, FRET, Cerulean-Runt, Venus-CBFb-SMMHC, uHTS; Cerulean-Runt/Venus-CBFb-SMMHC FRET ratio 530/480, 1 h; inhibition, % at 20 µM; 220,000 tested, 0.74% active; AID 1434, 2008; Runt-related transcription factor 1 (Homo sapiens) + Core-binding factor subunit beta …;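 active = mean inhibition across duplicate retests at 20 µM reaching about 50%, limit read from the data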;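 note: 0% = DMSO wells and 100% = wells with excess untagged CBFb-SMMHC; inhibitors lower the FRET ratio by blocking Runt binding to CBFb-SMMHC; some results filed as inactive read as strong as hits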
# NPY2 pot ag: NPY-Y2 potentiators or agonists, primary screen, cell-based | Neuropeptide Y receptor type 2 (Homo sapiens), P49146 | cells expressing NPY-Y2, potentiator/agonist read-out | activation, % at 3.6 µM | 220,000 tested, 0.45% active; in the data active = activation above about 27%;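 note: cells stimulated with NPY near EC25 plus isoproterenol at EC100; 0% = vehicle plus submaximal agonist and 100% = vehicle plus saturating agonist; some results beyond the cut were filed as inactive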
# MDM2 E3 inh: MDM2-luciferase reporter signal enhancers, primary screen, MDM2 E3 ligase inhibitor project, cell-based, luminescence, 1536-well | AID 1230, 2008 | E3 ubiquitin-protein ligase Mdm2 (Homo sapiens), Q00987 | cell-based MDM2 ubiquitination luciferase reporter, 2 h; 0 = plate control, 100 = twice control, blank-subtracted | signal enhancement, % at 5 µM | 210,000 tested, 0.11% active;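 active = signal enhancement of 30% or more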;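 note: luminescence tracks abundance of the self-degrading MDM2-luciferase fusion protein; higher signal means inhibition of MDM2 E3 ligase activity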
# Target sequence (Q00987 whole entry, looked up, the tested form may be a part): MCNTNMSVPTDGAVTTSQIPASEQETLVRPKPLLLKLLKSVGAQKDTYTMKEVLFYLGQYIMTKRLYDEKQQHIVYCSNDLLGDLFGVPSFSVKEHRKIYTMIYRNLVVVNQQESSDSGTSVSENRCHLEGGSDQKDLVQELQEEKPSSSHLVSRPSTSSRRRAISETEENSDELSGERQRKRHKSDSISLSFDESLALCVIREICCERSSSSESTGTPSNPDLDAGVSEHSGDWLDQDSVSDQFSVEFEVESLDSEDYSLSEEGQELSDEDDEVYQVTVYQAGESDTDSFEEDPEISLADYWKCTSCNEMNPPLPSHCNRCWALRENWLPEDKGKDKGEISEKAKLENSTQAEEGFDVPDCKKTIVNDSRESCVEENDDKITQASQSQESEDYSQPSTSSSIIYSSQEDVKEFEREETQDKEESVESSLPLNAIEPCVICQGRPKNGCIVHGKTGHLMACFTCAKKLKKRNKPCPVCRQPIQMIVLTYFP
#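 Test system: stable mammalian line carrying autodegrading MDM2–luciferase fusion reporter; quantity: 2000 cells in each well; times: 4 h cell settling then 2 h compound exposure, 37 °C; detection: luminescence with SteadyLite reagent, 15 min at room temperature; evaluation: percent signal gain over controls, blank-subtracted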
# Hck-Nef inh: inhibitors of Nef-activated human Hck kinase, primary screen, biochemical, Z-Lyte FRET, 384-well, Hck-YEEI | Recombinant Hck-YEEI plus Nef, Z-Lyte FRET kinase assay | inhibition, % at 20 µM | Tyrosine-protein kinase HCK (Homo sapiens), P08631 | 220,000 tested, 0.68% active;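 active = Hck-Nef kinase inhibition above about 50%, limit read from the data; inactive = inhibition below that limit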;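 note: 0% = DMSO with Hck plus Nef and 100% = Hck alone without Nef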
# Active calls of the source: *; · = no result given. Hits appear at their usual frequency; any-hit rate near 3.5%.
NPY1 pot ag,RBBP9 inh,p97 ATPase inh,NPY Y1 blocker,Runt-CBFb FRET,Runt-SMMHC FRET,NPY2 pot ag,MDM2 E3 inh,Hck-Nef inh,molecule
6,-4,2,-1,-1,4,0,4,6,COC(=O)c1cccc(NC(=O)Cc2nc(-c3ccccc3)sc2-c2ccc(C)cc2)c1
-9,-11,-3,-2,-3,0,-4,·,2,Cc1noc(C)c1CSc1ccc2ccccc2n1
-16,-4,-4,12,-3,2,-10,-10,0,O=C(CSc1ccc2ccccc2n1)c1ccc2c(c1)OCO2
-23,-9,-5,2,1,-2,-12,-20,12,O=C(CCC1CCCN(c2ncccn2)C1)NCc1ccc(F)c(F)c1 (configuration not stated)
4,-3,2,-7,2,-1,5,4,-2,CN(C)S(=O)(=O)N1CCN(S(=O)(=O)N(C)C)CC1
18,-11,0,3,-1,2,-6,7,18,Cc1cc([N+](=O)[O-])ccc1NC(=O)C(C)N1CCN(c2ccccn2)CC1 (configuration not stated)
27,-3,-1,2,0,0,-1,-25,0,Cc1ccc(S(=O)(=O)N2c3ccccc3OCC2c2ccccc2)cc1 (configuration not stated)
-22,-12,-6,6,0,2,1,-4,2,COc1cc(C(=O)ON=C2C=C(C)C(=O)C(C)=C2)cc(OC)c1OC
6,-12,2,-1,3,1,-14,-10,0,O=c1[nH]c(NCCO)nc2ncn(Cc3ccccc3)c12
18,1,1,5,-1,-9,1,-10,1,COc1cc2nc(C3CCC3)n(NC(=O)C3CCC3)c(=O)c2cc1OC
-20,-12,1,2,-1,-6,-5,-3,2,O=C(c1ccc2c(c1)OCCO2)C1CCN(S(=O)(=O)c2ccccc2F)CC1
-35,-11,-2,13,1,1,-25,2,-2,Cc1cc(C)cc(OCc2ccc(C(=O)O)o2)c1
-63,-6,0,7,-4,-5,4,-2,1,CCN(CC)CC(=O)Nc1c(C)cc(C(C)(C)C)cc1C
28,-1,22*,-3,2,3,45*,-7,31,C=CCc1cccc2cc(C(=O)Nc3ccccc3C(=O)O)c(=O)oc12
-1,1,6,-8,4,-1,9,5,1,COC(=O)CS(=O)(=O)c1nnc([C@H](Cc2ccccc2)NC(=O)OC(C)(C)C)o1
-15,-10,-7,-4,-1,-3,-4,-6,-1,N#Cc1nc(Cc2cccc3ccccc23)oc1NCCN1CCCCC1
9,0,2,1,0,1,3,1,-12,COc1ccc(N2CCN(C3CC(=O)N(Cc4ccccc4)C3=O)CC2)cc1 (configuration not stated)
-13,-5,11,2,0,-4,14,1,3,Cc1ccc(-c2cc(C(=O)NCCCn3ccnc3)c3cc(Br)ccc3n2)o1
9,3,4,4,2,1,2,7,-8,COc1ccc(/C(C)=N/N2C(=O)c3ccccc3NC2c2ccc(O)c(OC)c2)cc1 (configuration not stated)
-13,-11,-4,-3,-1,1,-29,-15,-1,Cc1cc(-c2nnc3sc(C4CCCCC4)nn23)n[nH]1
-16,1,0,0,0,-2,1,-22,-3,CCCCN(C)Cc1c(C)[nH]c2ccc(OCC)cc2c1=O
1,-4,-2,2,2,0,5,-10,0,CC(C(=O)N1CCc2ccccc21)n1cccc1 (configuration not stated)
-3,-9,-6,0,-3,-1,-6,14,-1,C/C(=N\NC(=S)NC(C)C)c1cccc([N+](=O)[O-])c1
20,-9,6,-1,-1,-1,4,-3,19,COCCC(=O)Nc1ccc2c(c1)CN(C(=O)CCOC)CC2
-6,-2,-3,3,-3,-2,-20,-11,-1,Cc1cccc(SC2CCN(Cc3nc(CC4CC4)no3)CC2)c1
4,-8,-3,-4,1,1,-15,-19,-7,CCOC(=O)C1CCN(C(=O)Cc2c(F)cccc2Cl)CC1
-81,-8,-10,10,-1,-3,-28,·,0,COc1cccc(CN(C)CC(=O)Nc2cc3oc4ccccc4c3cc2OC)c1
-4,6,2,4,0,3,11,-2,13,C[C@@H]1CCC[C@H](C)N1Cc1nc(Cc2ccccc2Cl)no1
-17,4,3,-3,-4,-4,-3,-27,-15,Cc1nc(S/C(=C/c2ccc(OCc3ccc(C(=O)O)cc3)cc2)C(=O)O)n[nH]1
-10,-8,-2,3,-2,-6,9,18,1,COc1cc2nc(CN(CCC(C)C)Cc3nc4cc(OC)c(OC)cc4c(=O)[nH]3)[nH]c(=O)c2cc1OC
9,1,1,1,-1,-3,3,-1,-1,O=C(CN(CC1CCCO1)C(=O)CCC(=O)Nc1ccccn1)NCc1ccccc1 (configuration not stated)
-3,-9,-8,-2,-1,-10,2,-9,1,CN(Cc1ccccc1)c1oc(COc2ccccc2F)nc1C#N
6,6,0,3,1,-9,9,-13,-16,Cc1ccc(C(=O)Nc2ccon2)cc1S(=O)(=O)N1CCOCC1
-17,-7,0,-7,7,-3,-1,2,0,COc1ccc(N2CCN(C(c3cc4cc(C)ccc4[nH]c3=O)c3nnnn3Cc3ccccc3)CC2)cc1 (configuration not stated)
8,-7,1,-3,1,2,-9,-13,26,O=C(Cc1ccc(F)cc1)NC1CCSC1=O (configuration not stated)
-3,-4,0,·,-2,0,-15,-16,12,CSc1ccc(NC(=O)Nc2ccccc2C(N)=O)cc1
-17,4,5,3,-2,1,3,-9,1,CCC(=O)Nc1ccc(C(=O)Nc2ccc(OC)cc2[N+](=O)[O-])cc1
27,0,4,·,2,2,-1,2,20,COc1ccc2cc(S(=O)(=O)c3ccccc3)c(=O)oc2c1
-4,-7,2,2,0,-2,9,-9,2,O=C(COC(=O)c1ccccc1Nc1ccccc1)NCc1ccco1
24,-1,6,-1,-1,-1,9,-12,-1,COc1ccc(NC(=O)c2cc(-c3ccc(OC)c(OC)c3)on2)cc1OC
-37,-1,9,10,3,0,-6,1,2,CCN1CCCC1CN(Cc1cc2ccc(C)cc2[nH]c1=O)C(=S)Nc1cccc(OC)c1 (configuration not stated)
7,-11,-2,3,-249,-236,2,-8,1,C=CCN1C(=O)/C(=C/c2ccc(O)cc2)S/C1=N/c1nccs1
12,-4,4,-10,-1,2,1,10,22,CC(=O)c1cccc(N(C(=O)CNC(=O)c2ccco2)C(C(=O)NCc2ccco2)c2ccccc2)c1 (configuration not stated)
-7,-9,0,1,·,-6,-1,-10,1,COc1ccc(C(C(=O)NC2CCCC2)N(Cc2ccc(C)cc2)C(=O)c2ccn[nH]2)cc1OC (configuration not stated)
0,-11,-8,7,1,1,-5,-1,8,C/C(=N\NC(=O)C1COc2ccccc2O1)c1cc2ccccc2o1 (configuration not stated)
-34,-27,-2,-1,0,-2,-16,-90,0,O=C(N/N=C/c1ccc2c(c1)OCO2)c1cc(-c2ccccc2Cl)nc2ccccc12
1,1,25*,·,3,-14,-38,-2,18,COc1ccc(NC(=O)CCl)cn1
9,-2,2,2,0,5,10,2,8,COC(=O)C(Cc1c[nH]c2ccccc12)N1CCS(=O)(=O)CC1 (configuration not stated)
2,-9,-1,1,·,·,-4,4,0,O=C(Nc1ccc(Oc2ncccn2)cc1)c1ccco1
2,-8,4,1,0,2,7,-10,-1,CCCn1c(SCc2ccccn2)nc2c1c(=O)n(C)c(=O)n2C
-57,-7,-2,16,-2,-3,-11,-5,5,COc1ccc(OCC(O)Cn2cnc(-c3ccc(Br)cc3)c2)cc1 (configuration not stated)
-52,-5,1,12,-3,4,-6,-10,3,CCOC(=O)c1oc2ccccc2c1CSc1nnnn1-c1ccc(C)cc1
9,-10,-2,2,1,4,7,-2,1,CCCCn1cnc2c([nH]c3cc(OC)ccc32)c1=O
-4,2,0,-5,1,-4,-1,-25,13,c1cncc(CSc2ccc(-c3ccc4c(c3)OCO4)nn2)c1
-53,-9,0,-1,0,-5,-8,-8,2,CCOC(=O)c1c(-c2ccc(F)cc2)csc1NC(=O)CCN1CCOCC1
-45,-5,1,3,-1,2,-30,-4,16,Cc1ccc(COc2ccsc2C(=O)NN)cc1
-25,-7,0,11,·,·,-17,-40,28,COc1cccc(-c2cc3nc4c(c(NCC(C)(C)CN(C)C)n3n2)CCCC4)c1
-15,1,1,0,-2,-3,-3,-7,2,CCn1cc(CNC(=O)CC2C(=O)NCCN2CC(c2ccccc2)c2ccccc2)cn1 (configuration not stated)
7,-2,-3,2,-8,0,-9,4,23,COc1ccc(-n2ccnc2SCC(=O)NCc2ccc(F)cc2)c(OC)c1
1,-1,-3,1,23,69*,8,-7,8,CN1CCc2nc(NC(=O)c3cccc(OC(F)F)c3)sc2C1

# The list goes on.
NPY1 pot ag,RBBP9 inh,p97 ATPase inh,NPY Y1 blocker,Runt-CBFb FRET,Runt-SMMHC FRET,NPY2 pot ag,MDM2 E3 inh,Hck-Nef inh,molecule
21,-9,0,-3,-3,-6,8,-10,0,CCn1cc(-c2nnnn2-c2ccc(Cl)cc2)c(=O)c2ccccc21
6,-5,0,4,·,-7,-6,0,1,CNc1cc(N2CCCCCC2)ccc1[N+](=O)[O-]
0,-6,-1,1,-3,-3,-7,20,1,Clc1ccc(Sc2ccc(/C=N/n3cnnc3)o2)cc1
-3,-12,-4,-2,-3,-2,-18,-7,1,CCCCC(=O)Nc1ccc(C(=O)Nc2nc(CC(=O)OCC)cs2)cc1
-10,-4,0,11,0,0,-11,-12,0,Cn1c(C(=O)OCC(=O)NCc2cccs2)cc2sccc21
-13,-3,-2,1,-2,1,-25,5,3,CCNC(=O)c1ccc2c(c1)C1C3CCC(C3)C1C(c1ccccc1)N2 (configuration not stated)
13,-6,1,6,1,1,0,-1,0,CCC(=O)Nc1cccc(NC(=O)c2ccc3c(c2)OCO3)c1
